KCNH2 3.1 inh – inhibitors of human KCNH2 3.1 potassium channel isoform. U2OS KCNH2 3.1, thallium flux FluxOr; stronger effect = lower value. activity change, % (tested at about 1.8 µM). 340,000 tested, 0.95% active. AID 720553;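 active means maximum activity change below -70%; inconclusive means maximum activity change from -70% to -50%; inactive means maximum activity change above -50%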;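 further: thallium influx rate constant from kinetic fluorescence after stimulation buffer; on the % scale 0 is the no-effect control and ±100 the full control effect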
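Normalized rate constant (relative to positive and negative DMSO controls) derived from a 2 min kinetic fluorescence read after stimulation; U2OS cells expressing the 3.1 isoform via virus at 1.77 x 10^8 /mL.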
VP16 counter – inhibits Gal4-VP16 luciferase reporter, ROR gamma counter-screen; Drosophila S2 Gal4-VP16 UAS-luciferase, luminescence, 20 h; Potency, µM (titrated, usually from 53.6 µM), without a hit: top-dose activity, negative = inhibition, actives largely listed as inhibitors; 310,000 tested, 3.5% active;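 further: Gal4-VP16 expression switched on by copper sulfate through the metallothionein promoter; potency means the concentration at half of the fitted maximal effect; on the % scale 0 is the no-effect control and ±100 the full control effect; nearly all actives have a fitted effect of over 50% in size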
NPC1 promoter act – activators of NPC1 promoter. Huh7 NPC1 promoter luciferase reporter, 24 h. Potency, µM (top dose mostly 9.22 µM), for the others: top-dose activation, hits mostly activators. 320,000 tested, 2.4% active. AID 485313;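 further: potency means the concentration at half of the fitted maximal effect; % of control where 0% means no effect; nearly all actives have a fitted effect of over 60% in size; reporter is driven by a mutant NPC1 promoter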
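Readout is luciferase luminescence, reflecting NPC1 promoter activation in stably transfected Huh7 cells after 24 h compound exposure at 37 °C in reduced-serum medium with 10% FBS.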
Rab9 promoter act – activators of Rab9 promoter; Huh7 Rab9 promoter-luciferase reporter, luminescence, 24 h; Potency, µM (titrated, usually from 9.22 µM), for the others: at the highest dose activation, negative = inhibition, actives largely listed as activators; 320,000 tested, 2.8% active; further: potency means the concentration at half of the fitted maximal effect; % of control where 0% means no effect; nearly all actives have a fitted effect of over 60% in size
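Luciferase signal after 10 min detection reagent at ambient indicates Rab9 promoter upregulation; stably transfected Huh7 cells were treated 24 h with compound in DMSO at 37 °C, 5% CO2.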
RORg inh – inhibitors of mouse ROR gamma transcriptional activity; Drosophila S2 Gal4-RORgamma UAS-luciferase reporter, 20 h; Potency, µM (top dose mostly 53.6 µM), for the others: at the highest dose activity change, negative = inhibition, usual class: inhibitors; 310,000 tested, 5.4% active; AID 2551; further: potency means the concentration at half of the fitted maximal effect; on the % scale 0 is the no-effect control and ±100 the full control effect; nearly all actives have a fitted effect of over 60% in size
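ROR gamma transcriptional activity was tracked as Gal4-UAS luciferase output in stably transfected Drosophila Schneider cells, with compound added 1 hr before 700 uM copper sulfate induction and a 20 hr ambient-temperature incubation.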
Mito fusion act – mitochondrial division inhibition or fusion activation | S. cerevisiae fusion-defective mutant growth rescue, CellTiterGlo 48 h | Potency, µM (top dose mostly 46.1 µM), for inactives: at the top dose growth rescue (activation), usual class: activators | 320,000 tested, 0.23% active | AID 485298;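 further: potency means the concentration at half of the fitted maximal effect; % of control where 0% means no effect; nearly all actives have a fitted effect of over 45% in size; temperature-sensitive fusion mutants such as fzo1-1 at 37 °C on non-fermentable ethanol glycerol medium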
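Yeast fusion mutant, YPEG (non-fermentable carbon), compound, 48 h at 37C non-permissive; CellTiterGlo added, 10 min RT, luminescence read. Rescued growth = division inhibition.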
FLuc counter – inhibits or activates purified firefly luciferase, miR-21 counter-screen. P08659. purified FLuc, Km substrates, luminescence inhibition. Potency, µM (highest dose often 57.5 µM), for inactives: at the top dose activity change, negative = inhibition, actives largely listed as inhibitors. 360,000 tested, 6.9% active. AID 588342;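 further: potency means the concentration at half of the fitted maximal effect; plate controls were vehicle for no effect and reference inhibitor for full effect; nearly all actives have a fitted effect of over 55% in size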
Target sequence (P08659 whole entry, looked up): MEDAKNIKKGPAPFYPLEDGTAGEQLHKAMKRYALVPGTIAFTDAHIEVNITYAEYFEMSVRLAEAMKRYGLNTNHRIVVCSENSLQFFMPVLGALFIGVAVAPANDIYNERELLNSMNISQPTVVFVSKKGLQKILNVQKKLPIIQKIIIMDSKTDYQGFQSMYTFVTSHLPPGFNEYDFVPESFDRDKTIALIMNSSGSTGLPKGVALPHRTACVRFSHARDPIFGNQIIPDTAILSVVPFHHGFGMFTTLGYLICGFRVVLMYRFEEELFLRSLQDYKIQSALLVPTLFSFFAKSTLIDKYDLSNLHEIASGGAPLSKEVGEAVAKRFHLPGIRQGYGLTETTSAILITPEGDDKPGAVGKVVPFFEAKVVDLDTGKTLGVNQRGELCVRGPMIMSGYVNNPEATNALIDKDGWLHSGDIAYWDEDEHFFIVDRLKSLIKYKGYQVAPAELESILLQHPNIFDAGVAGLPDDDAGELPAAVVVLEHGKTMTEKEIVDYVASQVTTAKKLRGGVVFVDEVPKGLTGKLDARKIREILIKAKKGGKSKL
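Biochemical qHTS of compounds, final roughly 60 µM downward over six points, against 10 nM purified firefly luciferase using Km concentrations of substrates (10 uM D-luciferin, 10 uM ATP) in Tris acetate pH 7.5 buffer; luminescence output.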
MBNL1-CUG inh – inhibitors of human MBNL1 binding to CUG repeat RNA | TR-FRET MBNL1-His/biotin-(CUG)12 binding, 665/545 ratio | Potency, µM (titrated, usually from 57.5 µM), without a hit: top-dose activity change, negative = inhibition, actives largely listed as inhibitors | 280,000 tested, 0.036% active | AID 2675; active means well fitted inhibition curve with a large enough effect in the signal ratio, with a control signal flat, not every such curve was filed as active; inconclusive means small, poorly fitted or top-dose-only effect, or effect the other way, or a change in a side signal; inactive means no such curve, though single readings can be large or run the other way; the % refers to the signal ratio; further: potency means the concentration at half of the fitted maximal effect; on the % scale 0 is the no-effect control and ±100 the full control effect
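TR-FRET readout: Ex 340 nm, 665/545 nm emission ratio, normalized to buffer-only (basal) and MBNL1-(CUG)12 controls. Complex of MBNL1-His with Biotin-(CUG)12, compounds 92 nM–58 uM, incubated 60 min at room temperature.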
PKM2 act – activators of human pyruvate kinase M2 | purified PKM2, Kinase-Glo ATP luminescence, activation; response scale: 0% is enzyme alone, no compound | Potency, µM (top dose mostly 57.5 µM), for the others: top-dose activation, actives largely listed as activators | 260,000 tested, 0.34% active | AID 1631; further: potency means the concentration at half of the fitted maximal effect; on the % scale 0 is the no-effect control and ±100 the full control effect; nearly all actives have a fitted effect of over 55% in size
Target sequence (P14618 whole entry, looked up): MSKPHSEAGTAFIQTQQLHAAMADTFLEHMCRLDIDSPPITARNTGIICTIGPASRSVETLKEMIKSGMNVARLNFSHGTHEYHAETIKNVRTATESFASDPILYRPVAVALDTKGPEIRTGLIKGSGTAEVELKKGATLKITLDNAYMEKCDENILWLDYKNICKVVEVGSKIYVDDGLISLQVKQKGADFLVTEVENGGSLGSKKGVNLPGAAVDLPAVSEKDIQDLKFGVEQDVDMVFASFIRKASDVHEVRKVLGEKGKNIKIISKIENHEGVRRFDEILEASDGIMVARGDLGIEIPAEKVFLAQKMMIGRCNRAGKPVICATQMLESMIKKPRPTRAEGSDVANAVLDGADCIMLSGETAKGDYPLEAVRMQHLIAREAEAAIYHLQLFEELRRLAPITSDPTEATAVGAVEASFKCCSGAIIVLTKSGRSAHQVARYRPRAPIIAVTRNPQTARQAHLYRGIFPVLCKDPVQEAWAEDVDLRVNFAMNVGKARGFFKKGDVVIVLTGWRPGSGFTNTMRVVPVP
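Kinase-Glo luminescence reports ATP generated from ADP (0.1 mM) and PEP (0.5 mM) by purified hPK-M2 after 1 h at room temperature, pH 7.2 imidazole buffer; intermediate enzyme activity allows detecting inhibitors and activators.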
Menin MLL FP TR – inhibitors of human menin-MLL interaction, mutant MLL peptide. O00255. Menin + Texas Red MLL mutant peptide, fluorescence polarization. Potency, µM (doses to about 61.6 µM), inactives show top-dose FP activity change, negative = inhibition, most hits filed as inhibitors. 270,000 tested, 0.23% active; active means well fitted inhibition curve with a large enough effect in the polarisation, with a control signal flat, not every such curve was filed as active; inconclusive means small, poorly fitted or top-dose-only effect, or effect the other way, or a change in a side signal; inactive means no such curve, though single readings can be large or run the other way; the % refers to the polarisation; further: potency means the concentration at half of the fitted maximal effect; % of control where 0% means no effect; many of its hits are not listed in these tables
ELG1 DNA repair – ELG1-dependent DNA repair inhibition. HEK293T ELG1-luciferase reporter, luminescence, 16 h; DNA damage induced by 5-fluorouridine. Potency, µM (top dose mostly 46.1 µM), inactives show at the highest dose activity change, negative = inhibition, hits mostly inhibitors. 330,000 tested, 2.3% active; further: potency means the concentration at half of the fitted maximal effect; on the % scale 0 is the no-effect control and ±100 the full control effect; nearly all actives have a fitted effect of over 55% in size
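Cells (2,000 per well) received 5-fluorouridine plus test compound or DMSO and were incubated 16 hr at 37 °C, 5% CO2. Luciferase activity was read by luminescence 30 min after ONE-Glo addition; signal suppression marked inhibition of damage-induced ELG1 function.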
* marks the source's active call; other numbers are inactive results; ? = inconclusive; / = not tested or not shown; [ ] = dose if it differs, or a comment. Unless noted, the call rests on the fitted dose curve; in most records, active means well fitted curve in the direction sought with a large enough effect; inconclusive means small, poorly fitted or top-dose-only effect, or another doubt; inactive means no such curve, though single readings can be large; an effect the other way counts as inactive or inconclusive. Not all compounds are listed. The share of hits here may be higher or lower than overall.

SMILES	KCNH2 3.1 inh	VP16 counter	NPC1 promoter act	Rab9 promoter act	RORg inh	Mito fusion act	FLuc counter	MBNL1-CUG inh	PKM2 act	Menin MLL FP TR	ELG1 DNA repair
O=C(c1cc(-c2ccc(Br)cc2)on1)N1CCOCC1	11	?	0.32µM*	0.32µM*	10µM*	6%	1.9µM*	6%	-15%	-1%	?
Cc1ccc2[nH]c(C)c(CCNC(=O)NC3CCCCC3)c2c1	-4	-25%	-5%	0%	26%	-1%	-3%	-7%	5%	-8%	4%
Cc1nn(Cc2ccc(Cl)cc2)c(C)c1NC(=O)C1CC=CCC1C(=O)O (centres undefined)	-9	-11%	-2%	-5%	0%	0%	0%	-1%	-8%	11%	7%
Cc1cc(C(=O)O)c(CSc2ncn[nH]2)o1	3	-3%	-2%	-10%	2%	-11%	5%	-4%	-2%	-1%	11%
Cc1cc(C)nc(SCNC(=O)c2ccccc2)n1	14	4µM*	-2%	-3%	2.8µM*	1%	5%	10%	14%	-9%	13%
O=C(NCc1cccnc1)C1c2ccccc2C(=O)N1C1CCCCCCC1 (centres undefined)	-5	-6%	-2%	-5%	5%	1%	2%	4%	-6%	3%	-8%
O=CN1Cc2[nH]c3ccccc3c2N(c2ccc(Cl)cc2)C1=O	-2	1%	-1%	12%	13%	-2%	-18%	21%	0%	7%	19%
COc1ccc(C(=O)N(Cc2ccco2)C(C(=O)NC2CCCC2)c2ccc(O)cc2)cc1OC (centres undefined)	-10	-12%	-2%	0%	-14%	7%	1%	-6%	-3%	-13%	?
O=C(Nc1ccc(NC(=O)C23CC4CC(CC(C4)C2)C3)cn1)c1ccco1	-12	-2%	1µM*	22%	41%	-2%	6µM*	-10%	-3%	?	?
COc1ccc(CN(CCCN2CCOCC2)C(=O)Nc2cccc(Cl)c2)cc1OC	1	-13%	-1%	1%	-8%	-1%	3%	-12%	-1%	-15%	?
CC(C)CN(C(=O)COC(=O)C1=COCCO1)c1c(N)n(Cc2ccccc2)c(=O)[nH]c1=O	4	/	-2%	-4%	/	-1%	2%	/	/	/	1%
COc1cc(/C=C(/C#N)c2nc(-c3cc4ccccc4oc3=O)cs2)cc([N+](=O)[O-])c1O	/	-1%	-2%	-1%	7%	8%	12µM*	/	-4%	/	?
O=C(Cn1nnc(-c2ccccc2)n1)N1CCN(S(=O)(=O)c2ccc(Cl)cc2)CC1	-2	-3%	3%	1%	?	2%	-4%	-7%	2.5µM*	9%	?
Cc1ccc(S(=O)(=O)c2cc3c(=O)n4ccccc4nc3n(C3CCCC3)c2=N)cc1	-11	-13%	-5%	3%	35%	9%	-1%	7%	/	23%	?
Cc1ccc(S(=O)(=O)N(CC(=O)N2CCC(C(N)=O)CC2)c2cccc(C(F)(F)F)c2)cc1	13	6%	-5%	-10%	11%	-7%	-2%	0%	2%	-1%	1%
O=C(NCc1ccncc1)c1cc2ccccc2nc1Cl	-13	0%	6%	12%	22%	?	3%	10%	1%	-21%	5%
CC(C)c1ccc(OCc2ccc(C(=O)NN3CCN(C)CC3)o2)cc1	-9	-17%	2.2µM*	2.5µM*	29%	-4%	?	-2%	-3%	-16%	?
Cc1cccc(Nc2nnc(SCC(=O)N(C)C3CCS(=O)(=O)C3)s2)c1C (centres undefined)	6	-2%	0%	0%	29%	-4%	?	-9%	-13%	-3%	-8%
CC(=O)NCCn1c(SCc2ccc(C)cc2C)nc2ccccc2c1=O	-17	-5%	-1%	1%	4%	?	2%	8%	-3%	?	?
O=C(COC(=O)c1cnccn1)NCCc1ccc(Cl)cc1	-6	/	-6%	-5%	/	0%	0%	/	/	/	1%
CC(C)(C)OC(=O)N[C@@H](COCc1ccccc1)C(=O)N[C@@H](CO)[C@H](O)[C@@H]1C[C@@H]1C(=O)N1CCCC1	4	7%	-4%	-3%	-7%	1%	8%	4%	-1%	-3%	2%
CCOC(=O)C1CCCN(S(=O)(=O)CCNC(=O)c2ccc3c(c2)OCO3)C1 (centres undefined)	1	/	-3%	-4%	/	-5%	1%	/	/	/	-4%
Cc1sc2nc(CC(=O)NN)[nH]c(=O)c2c1C	-25	-9%	-2%	-4%	25%	-1%	0%	/	18%	/	29%
CC(C)CC(OC(=O)c1nsc(Cl)c1Cl)C(=O)NCc1cccs1 (centres undefined)	4	-10%	-4%	-3%	-24%	-5%	0%	?	-1%	-4%	9%
CC(c1nc2ccccc2c(=O)[nH]1)N1CCOCC1 (centres undefined)	3	7%	1%	-2%	-6%	-2%	-1%	4%	0%	6%	14%

An excerpt from above in order of the PKM2 act value, falling.
compound	NPC1 promoter act	Rab9 promoter act	RORg inh	Mito fusion act	PKM2 act	Menin MLL FP TR
Cc1sc2nc(CC(=O)NN)[nH]c(=O)c2c1C	-2%	-4%	25%	-1%	18%	/
Cc1ccc(S(=O)(=O)N(CC(=O)N2CCC(C(N)=O)CC2)c2cccc(C(F)(F)F)c2)cc1	-5%	-10%	11%	-7%	2%	-1%
O=C(NCc1cccnc1)C1c2ccccc2C(=O)N1C1CCCCCCC1 (centres undefined)	-2%	-5%	5%	1%	-6%	3%

Part of the list above, set out differently:
molecule | KCNH2 3.1 inh | VP16 counter | NPC1 promoter act | Rab9 promoter act | RORg inh | Mito fusion act | FLuc counter | MBNL1-CUG inh | PKM2 act | Menin MLL FP TR | ELG1 DNA repair
O=CN1Cc2[nH]c3ccccc3c2N(c2ccc(Cl)cc2)C1=O | -2 | 1% | -1% | 12% | 13% | -2% | -18% | 21% | 0% | 7% | 19%
COc1ccc(C(=O)N(Cc2ccco2)C(C(=O)NC2CCCC2)c2ccc(O)cc2)cc1OC (centres undefined) | -10 | -12% | -2% | 0% | -14% | 7% | 1% | -6% | -3% | -13% | ?

More results
SMILES	KCNH2 3.1 inh	VP16 counter	NPC1 promoter act	Rab9 promoter act	RORg inh	Mito fusion act	FLuc counter	MBNL1-CUG inh	PKM2 act	Menin MLL FP TR	ELG1 DNA repair
Cc1cc(C)c(NC(=O)/C(=C/c2ccccc2)c2ccccc2)c(C)c1	-10	?	1%	-18%	-6%[10 µM]	?	1%	/	6%	?	10%
CC1=CSC2=NC(=O)/C(=C\c3cccn3-c3ccc([N+](=O)[O-])cc3)C(=N)N12	15	3.2µM*	-5%	-5%	?	-1%	-10%	?	-17%	?	-16%
COc1ccc(C)cc1NC(=O)CSc1ccc(-c2sc(C)nc2C)nn1	-1	-2%	-7%	2%	25%	0%	?	0%	3%	12%	-18%
S=c1[nH]nc(-c2ccccn2)n1/N=C/c1ccc(Cl)c(Cl)c1	-7	-23%	1%	-2%	7.1µM*	3%	-1%	/	-1%	/	-5%
O=C(O)C1C2CC2CN1C(=O)c1ccc(Cl)cc1 (centres undefined)	7	-9%	-2%	1%	18%	1%	3%	-3%	1%	7%	10%
COc1ccc(OC)c(-n2c(Cn3c(-c4ccccn4)nc4ccccc43)n[nH]c2=S)c1	-1	-8%	0%	2%	-15%	-1%	?	1%	?	-2%	8%
CN(C)S(=O)(=O)N1CCC(Oc2ccc(C(=O)NCC(C)(C)CO)cc2)CC1	14	-2%	-5%	-6%	45%	1%	5%	0%	2%	17%	1%
CCC(C)n1c(-c2cccc(S(=O)(=O)N3CCOCC3)c2)n[nH]c1=S (centres undefined)	8	/	-6%	?	/	0%	-1%	/	/	/	15%
COc1ccc(OC(C)C(=O)N2CCC(C)CC2)cc1 (centres undefined)	4	3%	-2%	6%	17%	1%	-1%	-8%	-1%	4%	-2%
O=C(Cc1ccc(Cl)cc1)Nc1ccc(NC(=O)c2cccs2)cc1	24	-7%	-6%	0%	-13%	-6%	-1%	8%	-8%	-4%	29%

Assay outcomes deposited in PubChem BioAssay by National Center for Advancing Translational Sciences (NCATS).
